hIAP act: increases human intestinal alkaline phosphatase activity; activation factor at 10 µM; purified human IAP, CDP-Star luminescence, 30 min; hits give high values; 1 = vehicle-only enzyme, 0 = enzyme-free background; 0.16% of 330,000 active;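 active = activation factor of the enzyme at least 2-fold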; note: the source names both 10 and 20 µM as test concentration; values of inactives mirror those of a sister screen read the other way
hIAP inh: human IAP inhibition. 0.12% of 330,000 active. P09923. AID 2544. inhibition, % at 10 µM. purified IAP, CDP-Star luminescence, 30 min;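 active = inhibition reaching a set limit with compound at 10 µM in the primary screen, cut at about 35% in these data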;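 note: plate controls were DMSO wells with enzyme for no effect and no-enzyme buffer wells for full effect; values of inactives mirror those of a sister screen read the other way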
beta cell repl: MIN6 beta-cell proliferation induction | 0.29% of 330,000 active | proliferation, % at 10 µM | MIN6 cells proliferation, ATPlite luminescence, 48 h; cells starved in 0.2% serum; 100% = growth in 10% serum | AID 2380;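 active = compounds whose signal lies at least 3.5 SD above the mean of all wells on their plate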;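 note: 0% = DMSO-treated cells in low-serum medium and 100% = 10% serum control; some compounds called inactive have numbers as strong as hits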
MPTP block: inhibitors of mitochondrial permeability transition pore; isolated mouse mitochondria, Ca2+ swelling absorbance, 30 min; inhibition, % at 10 µM; 1.4% of 360,000 active; AID 602449;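 active = inhibition of 50% or more, scaled per plate between neutral and stimulator controls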;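 note: 0% = DMSO wells given calcium and 100% = 1 mM EGTA wells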
ATG4B inhibitor: inhibitors of human ATG4B cysteine protease | Q9Y4P1 | ATG4B cleavage of LC3-PLA2, NBD-HPC fluorescence, 1 h | inhibition, % at 8.33 µM | 0.51% of 340,000 active; in the data active = inhibition above about 40%
Target sequence (Q9Y4P1 whole entry, looked up): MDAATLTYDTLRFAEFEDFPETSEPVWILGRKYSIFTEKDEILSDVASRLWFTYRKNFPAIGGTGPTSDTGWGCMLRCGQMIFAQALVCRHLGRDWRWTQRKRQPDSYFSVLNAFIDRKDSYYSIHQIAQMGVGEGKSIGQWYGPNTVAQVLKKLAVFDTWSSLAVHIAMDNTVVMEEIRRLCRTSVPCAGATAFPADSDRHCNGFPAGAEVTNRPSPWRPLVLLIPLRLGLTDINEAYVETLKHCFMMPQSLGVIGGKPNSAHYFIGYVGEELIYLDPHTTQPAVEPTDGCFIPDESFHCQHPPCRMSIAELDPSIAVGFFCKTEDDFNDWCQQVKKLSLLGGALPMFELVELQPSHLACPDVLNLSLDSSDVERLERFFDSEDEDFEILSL
mIAP activ: mouse IAP activation; muIAP, CDP-Star luminescence, 30 min; hits give high values; 1 = vehicle-only enzyme signal, 0 = enzyme-free wells; activation factor at 10 µM; 0.24% of 330,000 active; AID 2805;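 active = activation factor of at least 2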; note: the source names both 10 and 20 µM as test concentration; values of inactives mirror those of a sister screen read the other way
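System: Mouse IAP enzyme | Also added: CDP-Star substrate | Dosing: Compounds dispensed in DMSO | Schedule: 30 min enzyme-substrate-compound incubation at room temperature | Technique: Chemiluminescence readout | Control set: DMSO-only wells and no-enzyme negative control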
APOBEC3A inh: blocks human APOBEC3A ssDNA deamination. P31941. recombinant A3A, FAM/TAMRA ssDNA deamination fluorescence. inhibition, % at 20 µM. 0.41% of 330,000 active;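 active = at least 40% inhibition at 20 µM here, with at most 30% in a related deaminase screen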;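 note: plate controls were A3A with DMSO for no effect and wells lacking A3A enzyme for full effect; some results filed as inactive read as strong as hits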
Target sequence (P31941 whole entry, looked up): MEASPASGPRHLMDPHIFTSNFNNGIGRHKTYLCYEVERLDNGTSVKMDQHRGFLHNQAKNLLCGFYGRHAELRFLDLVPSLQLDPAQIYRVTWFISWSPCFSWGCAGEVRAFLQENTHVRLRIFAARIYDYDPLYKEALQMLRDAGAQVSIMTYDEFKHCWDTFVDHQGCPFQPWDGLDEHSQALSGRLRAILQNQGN
mIAP block: mouse IAP inhibition | purified mouse IAP, CDP-Star luminescence, 30 min | inhibition, % at 10 µM | 0.2% of 330,000 active | AID 2806;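 active = inhibition of at least 40% at 10 µM in the primary screen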;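 note: plate controls were DMSO with enzyme for no effect and no enzyme wells for full effect; values of inactives mirror those of a sister screen read the other way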
APOBEC3G inh: APOBEC3G (human) deaminase inhibition; inhibition, % at 20 µM; recombinant A3G, ssDNA deamination FAM/TAMRA fluorescence; Q9HC16; 0.28% of 330,000 active;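 active = inhibition of at least 40% at 20 µM, with no more than 30% in the related APOBEC3A deaminase screen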;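 note: plate controls were DMSO wells with A3G for no effect and wells lacking A3G enzyme for full effect; some compounds called inactive have numbers as strong as hits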
Target sequence (Q9HC16 whole entry, looked up): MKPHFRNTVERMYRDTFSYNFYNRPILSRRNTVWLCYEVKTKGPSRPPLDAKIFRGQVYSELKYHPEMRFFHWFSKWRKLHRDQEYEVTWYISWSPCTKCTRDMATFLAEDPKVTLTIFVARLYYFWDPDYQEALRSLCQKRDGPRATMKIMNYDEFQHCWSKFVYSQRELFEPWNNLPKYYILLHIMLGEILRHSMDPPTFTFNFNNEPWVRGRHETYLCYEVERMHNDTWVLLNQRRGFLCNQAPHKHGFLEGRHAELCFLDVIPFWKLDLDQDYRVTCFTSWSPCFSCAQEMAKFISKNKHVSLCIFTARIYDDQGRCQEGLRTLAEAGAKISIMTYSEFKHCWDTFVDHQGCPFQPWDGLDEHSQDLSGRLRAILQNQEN
* = called active by the depositor; · = not tested or not shown.

Compound	MPTP block	mIAP activ	ATG4B inhibitor	beta cell repl	hIAP act	APOBEC3A inh	mIAP block	APOBEC3G inh	hIAP inh
O=C1OC(c2ccccc2)=C/C1=C/c1cccs1	2.1	0.86	5.2	0.0	0.915	-4.5	14.0	-5.2	8.5
O=C1CCCC2=C1C(c1ccncc1)c1c(nc(SCc3ccccc3)[nH]c1=O)N2 (stereo not drawn)	0.2	0.989	18.6	-4.1	0.913	0.7	1.1	-2.1	8.7
Cc1ccc(Cn2ncc3c(NN)ncnc32)cc1	-1.7	0.891	5.2	-1.0	1.09	-0.7	10.9	-1.7	-8.9
CCNC(=O)CC1C(=O)N(c2ccccc2)C(=O)N1CCc1ccc(OC)cc1 (stereo not drawn)	0.0	1.01	1.5	1.5	0.908	3.2	-0.7	-0.6	9.2
Cc1cc(C)c(C)c(S(=O)(=O)NCC(=O)O)c1C	-1.1	1.07	-3.9	0.6	0.953	-0.3	-6.7	-3.1	4.7
CCNC(=S)NNC(=O)C1CCCCC1	-1.2	1.03	0.4	0.1	1.14	3.2	-3.5	4.3	-14.4
CC(=O)Nc1ccc(N(CC(=O)NC2CCCC2)C(=O)CCC(=O)Nc2cc(C)on2)cc1	-1.4	0.987	-1.4	-5.1	1.05	-4.1	1.3	-11.6	-5.0
Cc1csc(N/N=C/c2ccccn2)n1	0.7	0.923	1.9	-4.1	1.14	4.1	7.7	0.1	-14.3
Cc1cc(C)n(CC(=O)N/N=C/c2cc([N+](=O)[O-])ccc2O)n1	28.9	1.04	6.3	5.3	1.38	0.2	-4.1	-7.5	-38.3
Cc1cccc(CN2CCN(C(=O)CCl)CC2)c1	1.2	1.07	-4.3	0.0	1.02	0.1	-7.5	-4.7	-1.8
CCOC(=O)CN1C(=O)S/C(=C/C=C/c2ccc(N(C)C)cc2)C1=O	3.4	0.777	3.8	-4.2	1.02	30.1	22.3	0.2	-2.2
O=C(c1c(F)cccc1F)N1CCN(c2ncccn2)CC1	-1.7	1.01	-8.4	-0.4	1.09	1.1	-0.7	-0.7	-8.6
Cc1ccc(N=Cc2cc(Br)cc(Cl)c2O)cc1	0.6	1.02	27.0	-4.5	0.875	6.9	-2.4	1.3	12.5
COC(=O)CNC(=O)CN1C(=O)NC2(CCCc3ccccc32)C1=O (stereo not drawn)	0.5	1.02	-9.9	-3.9	0.892	-3.9	-2.3	-5.2	10.8
Cc1ccc(C(=O)Nc2ccccc2C(=O)NC(C(=O)O)C(C)C)cc1 (stereo not drawn)	-3.0	0.995	18.1	-4.4	1.11	6.2	0.5	-4.5	-11.5
COc1ccc(-c2cn(Cc3ccc(C(N)=O)cc3)c(-c3ccc(Cl)nc3)n2)cc1	-2.6	1.08	2.9	-1.5	0.881	-3.3	-7.7	-9.4	11.9
COc1cccc(-c2ccc(NC(=O)C3CCCN(Cc4cnn(C)c4C)C3)cc2)c1 (stereo not drawn)	15.3	1.1	-1.9	-5.7	1.2	-1.0	-9.6	2.1	-20.3
COc1ccc(N(CC(=O)NCc2ccccc2)S(=O)(=O)c2c(C)n[nH]c2C)cc1	-0.3	1.05	4.6	2.7	1.33	-7.0	-5.1	-8.7	-33.2
CCCCN(C)C(=O)CCC(=O)Nc1ccc2nc(N3CCN(C)CC3)cc(C)c2c1	1.6	1.06	-1.0	0.5	1.07	-1.6	-6.0	-5.6	-6.9
CN[C@H](C(=O)NC[C@H]1O[C@@H](n2cnc3c(N)ncnc32)[C@H](O)[C@@H]1O)[C@@H](C)OCc1ccccc1	-0.1	1.14	-0.3	·	·	3.1	-12.4	0.2	·
CCn1c(/C=C/N(C(C)=O)c2ccccc2)[n+](CCCS(=O)(=O)[O-])c2cc(Cl)c(Cl)cc21	-1.3	0.877	0.6	-1.8	0.931	-1.8	12.3	-4.2	6.9
COc1ccccc1OCCCCNCCO	-1.2	1.05	-10.3	-2.6	1.16	2.2	-5.2	-1.0	-16.0
O=C1Nc2ccc(Br)cc2C1(O)Cc1ccccn1 (stereo not drawn)	0.8	0.954	-3.1	-1.0	0.805	-1.5	4.6	-1.1	19.5
COc1ccc(/C=N/Nc2nn3cnnc3c3ccccc23)cc1	2.8	0.962	-10.5	0.8	0.941	-0.5	3.8	-9.0	5.9
O=C(NCC1([N+](=O)[O-])CN(C(=O)c2ccccc2)CN(C(=O)c2ccccc2)C1)c1ccccc1	-2.7	1.03	-6.6	-1.4	1.21	-2.4	-2.6	-7.7	-21.1
CCN(CC)C(=O)Cn1c(=O)n(CCCC(=O)NCc2ccc3c(c2)OCO3)c(=O)c2sccc21	-1.5	0.954	7.5	5.8	0.947	-0.9	4.6	-6.8	5.3
O=C(NCc1ccc2c(c1)OCO2)c1ccc(N2CCCCCC2)c([N+](=O)[O-])c1	1.9	0.832	-11.7	0.0	0.867	-4.6	16.8	-7.5	13.3
O=C(Nc1ccc2c(c1)OCCO2)c1ccco1	1.1	1.12	1.9	-2.3	1.15	-3.3	-12.4	0.0	-15.4
N#Cc1c(-c2ccc(F)cc2)nc(-c2ccccc2)[nH]c1=O	18.7	0.999	5.7	-1.4	0.848	-1.2	0.1	-0.9	15.2
CCCCNc1c([N+](=O)[O-])c(=O)n(C)c2ccccc12	-0.3	0.944	2.4	2.5	1.02	-1.3	5.6	0.1	-2.3

Copied from the list:
`COc1ccc(-c2cn(Cc3ccc(C(N)=O)cc3)c(-c3ccc(Cl)nc3)n2)cc1` in MPTP block is listed with -2.6
`N#Cc1c(-c2ccc(F)cc2)nc(-c2ccccc2)[nH]c1=O` in hIAP inh is listed with 15.2

Exported field by field: part of the list above
Cc1cc(C)c(C)c(S(=O)(=O)NCC(=O)O)c1C
- MPTP block: -1.1
- mIAP activ: 1.07
- ATG4B inhibitor: -3.9
- beta cell repl: 0.6
- hIAP act: 0.953
- APOBEC3A inh: -0.3
- mIAP block: -6.7
- APOBEC3G inh: -3.1
- hIAP inh: 4.7
N#Cc1c(-c2ccc(F)cc2)nc(-c2ccccc2)[nH]c1=O
- MPTP block: 18.7
- mIAP activ: 0.999
- ATG4B inhibitor: 5.7
- beta cell repl: -1.4
- hIAP act: 0.848
- APOBEC3A inh: -1.2
- mIAP block: 0.1
- APOBEC3G inh: -0.9
- hIAP inh: 15.2

Compound profiles, from the list above.
Cc1csc(N/N=C/c2ccccn2)n1 across the screens: MPTP block: 0.7; mIAP activ: 0.923; ATG4B inhibitor: 1.9; beta cell repl: -4.1; hIAP act: 1.14; APOBEC3A inh: 4.1; mIAP block: 7.7; APOBEC3G inh: 0.1; hIAP inh: -14.3
Cc1ccc(N=Cc2cc(Br)cc(Cl)c2O)cc1 across the screens: MPTP block: 0.6; mIAP activ: 1.02; ATG4B inhibitor: 27.0; beta cell repl: -4.5; hIAP act: 0.875; APOBEC3A inh: 6.9; mIAP block: -2.4; APOBEC3G inh: 1.3; hIAP inh: 12.5

Next section
Compound	MPTP block	mIAP activ	ATG4B inhibitor	beta cell repl	hIAP act	APOBEC3A inh	mIAP block	APOBEC3G inh	hIAP inh
Cc1cc(NC(=O)CN2C(=O)NC3(CCCCC3C)C2=O)no1 (stereo not drawn)	0.2	0.989	-12.7	0.0	1.09	2.3	1.1	-4.4	-9.6
COCC(C)n1c(C)cc(C(=O)COC(=O)c2c(NC(C)=O)sc(C)c2C)c1C (stereo not drawn)	1.4	0.906	0.3	1.0	0.914	0.0	9.4	0.8	8.6
COc1ccccc1OCCSc1nc2ccccc2n1CC(O)CO (stereo not drawn)	-0.1	1.06	0.4	-4.3	1.05	-5.2	-6.5	-2.6	-5.2
Cc1ccc(C2CCN(C(=S)Nc3cccc(C)c3)C2)cc1 (stereo not drawn)	5.8	1.11	-4.5	-5.0	1.1	-2.2	-11.1	-3.4	-10.2
Cc1cccc(NC(=O)CSc2nnc(NC(=O)C3CCC3)s2)c1	0.4	0.962	-2.0	-4.2	0.948	-0.8	3.8	-2.9	5.2
CC(=O)c1sc(NC(=O)COc2ccc(Br)cc2)nc1C	3.7	0.889	-7.1	-2.0	1.04	-1.2	11.1	-7.9	-4.0
Cc1ccc(NC(=O)c2nnn(-c3ccc4c(c3)OCCO4)c2N)cc1	-0.2	1.07	3.1	-0.5	0.93	-1.7	-6.7	-10.7	7.0
O=C1CCCN1c1ccc(S(=O)(=O)N2CCN(c3ccccc3)CC2)cc1	0.7	0.942	0.0	1.2	0.789	-2.4	5.8	-5.0	21.1
O=S(=O)(NCc1ccccc1)c1ccccc1NCCc1ccccc1	9.0	1.3	0.8	·	·	5.0	-30.5	12.5	·
CC(OC(=O)c1ccccn1)C(=O)Nc1nc(-c2ccc(F)c(F)c2)cs1 (stereo not drawn)	1.3	1.01	-1.4	0.4	1.05	2.1	-1.0	-1.2	-4.8
O=S(=O)(/N=C(/c1ccccc1)N1CCOCC1)c1ccc(F)cc1F	-0.6	1.13	0.8	0.9	0.785	-1.8	-12.7	-9.0	21.5
O=C(CSc1ncccn1)Nn1cnnc1	-3.2	0.958	-9.3	0.8	0.974	0.9	4.2	-1.2	2.6
O=C(NCCc1ccccc1Cl)c1cc(COc2ccc(F)cc2F)on1	-0.2	0.87	45.6*	-6.6	0.968	1.5	13.0	-2.2	3.2
CC(C)C[C@H](NC(=O)N1CCN(c2ccccc2)CC1)C(=O)O	0.2	0.927	-8.0	-1.2	1.03	-6.3	7.3	-6.1	-2.8
C=CCn1c(SCc2cccnc2)nnc1-c1ccncc1	0.5	1.05	0.2	-1.3	1.09	1.2	-4.8	-7.8	-8.9
O=C(Nc1ccc(Br)cc1F)c1ccc2c(c1)OCCO2	-0.6	1.08	-6.8	0.0	0.992	-0.9	-7.8	1.5	0.8
COC(=O)c1cc(C(=O)NC(C)(C)CC(C)(C)C)cc([N+](=O)[O-])c1	0.1	0.891	4.1	-0.6	0.968	2.3	10.9	-0.1	3.2
O=C1C2C3C=CC(C4CC34)C2C(=O)N1/N=C/c1ccc([N+](=O)[O-])s1 (stereo not drawn)	0.0	0.988	-9.0	-3.1	0.964	0.2	1.2	-4.4	3.6
N=c1oc2ccccc2cc1C(=O)Nc1ccccc1	1.5	1.01	3.2	-3.8	1.06	2.5	-1.2	4.9	-5.6

Only beta cell repl, hIAP act and APOBEC3A inh, for some of the entries so far:
structure,beta cell repl,hIAP act,APOBEC3A inh
O=C1CCCN1c1ccc(S(=O)(=O)N2CCN(c3ccccc3)CC2)cc1,1.2,0.789,-2.4
Cc1cccc(NC(=O)CSc2nnc(NC(=O)C3CCC3)s2)c1,-4.2,0.948,-0.8
O=S(=O)(/N=C(/c1ccccc1)N1CCOCC1)c1ccc(F)cc1F,0.9,0.785,-1.8
CC(OC(=O)c1ccccn1)C(=O)Nc1nc(-c2ccc(F)c(F)c2)cs1 (stereo not drawn),0.4,1.05,2.1

Bioassay records as filed in PubChem.
